Hck Nef HTS: human Hck-Nef kinase inhibition; actives 0.68% (n = 220,000); Recombinant Hck-YEEI plus Nef, Z-Lyte FRET kinase assay; inhibition, % at 20 µM; P08631;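 active means Hck-Nef kinase inhibition above about 50%, limit read from the data; inactive means inhibition below that limit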;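 further: 0% = DMSO with Hck plus Nef and 100% = Hck alone without Nef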
Thrombin inh: blocks human thrombin protease activity; actives 0.26% (n = 220,000); inhibition, % at 5 µM; alpha-thrombin, Boc-VPR-AMC fluorogenic substrate cleavage; AID 1046; P00734;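 active means inhibition at or above 40%; inactive means inhibition below 40%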;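 further: 0% = enzyme with no compound and 100% = wells without enzyme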
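Material: human alpha-thrombin enzyme / Medium: pH 7.5 Tris (50 mM) with NaCl 150 mM, Tween 20 0.05% / Compound: single-point dosing at 5 µM, 0.2% DMSO / Incubation: enzyme reaction carried out at room temperature / Detection: AMC fluorescence, 355/460 nm / Read-out basis: percent inhibition scaled between no-compound controls and no-enzyme blanks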
Runt-SMMHC FRET: blocks binding of human RUNX1 Runt domain to CBFb-SMMHC; Q01196+Q13951; Cerulean-Runt/Venus-CBFb-SMMHC FRET ratio 530/480, 1 h; inhibition, % at 20 µM; actives 0.74% (n = 220,000); AID 1434;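 active means mean inhibition across duplicate retests at 20 µM reaching about 50%, limit read from the data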;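 further: 0% = DMSO wells and 100% = wells with excess untagged CBFb-SMMHC; inhibitors lower the FRET ratio by blocking Runt binding to CBFb-SMMHC; some results filed as inactive read as strong as hits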
14-3-3 Bad PPI: disrupts binding of bovine 14-3-3 zeta to phospho-Bad peptide; P63103; TR-FRET 14-3-3zeta/Dy647-pBad peptide displacement, 1 h; inhibition, % at 21.7 µM; actives 0.71% (n = 220,000);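 active means inhibition above about 70%, limit read from the data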;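 further: 0% = full 14-3-3 plus peptide FRET controls and 100% = background without 14-3-3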
Target sequence (P63103 whole entry, looked up): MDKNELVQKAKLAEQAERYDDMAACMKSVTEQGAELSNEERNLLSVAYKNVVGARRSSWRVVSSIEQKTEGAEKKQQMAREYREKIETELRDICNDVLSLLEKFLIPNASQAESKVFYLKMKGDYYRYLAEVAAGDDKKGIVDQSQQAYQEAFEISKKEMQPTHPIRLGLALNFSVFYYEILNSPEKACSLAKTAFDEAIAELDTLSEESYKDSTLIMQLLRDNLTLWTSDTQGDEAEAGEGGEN
Wee1 stabilizer: inhibitors of human Wee1 degradation; actives 1.2% (n = 220,000); reporter increase, % at 5 µM; P30291; HeLa Luc-Wee1K328M stability, luciferase luminescence; 100% = proteasome inhibitor MG132 effect;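 active means activation above the mean of all tested compounds plus 3 SD, set per screening run, cut at about 8.8% in these data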;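 further: cells exposed to compound for 20 h before luminescence read; 0% = DMSO alone and 100% = MG132 at 30 µM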
Target sequence (P30291 whole entry K328M): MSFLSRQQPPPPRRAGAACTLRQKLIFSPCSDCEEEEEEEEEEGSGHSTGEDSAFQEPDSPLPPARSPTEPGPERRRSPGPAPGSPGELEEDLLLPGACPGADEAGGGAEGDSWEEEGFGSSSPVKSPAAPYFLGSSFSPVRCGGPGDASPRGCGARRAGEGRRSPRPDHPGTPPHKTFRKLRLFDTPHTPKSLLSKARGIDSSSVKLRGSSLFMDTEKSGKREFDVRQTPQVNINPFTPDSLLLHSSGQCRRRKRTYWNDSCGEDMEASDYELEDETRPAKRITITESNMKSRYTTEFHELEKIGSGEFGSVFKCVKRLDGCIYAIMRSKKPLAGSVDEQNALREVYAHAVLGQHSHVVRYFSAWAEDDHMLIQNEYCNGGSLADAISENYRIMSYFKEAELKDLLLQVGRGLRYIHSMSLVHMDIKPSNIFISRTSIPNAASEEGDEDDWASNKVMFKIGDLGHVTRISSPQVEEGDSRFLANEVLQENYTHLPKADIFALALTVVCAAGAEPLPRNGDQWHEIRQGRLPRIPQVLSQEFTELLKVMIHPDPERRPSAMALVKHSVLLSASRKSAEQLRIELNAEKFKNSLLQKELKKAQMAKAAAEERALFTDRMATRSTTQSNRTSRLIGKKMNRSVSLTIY
FXIa inh: inhibitors of human coagulation factor XIa; actives 0.14% (n = 220,000); inhibition, % at 5 µM; purified FXIa, Boc-Glu-Ala-Arg-AMC fluorogenic substrate;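 active means inhibition of at least 40%; inactive means inhibition below 40%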;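 further: fluorescence of freed AMC excited at 355 nm; 0% = enzyme without compound and 100% = no enzyme blank; many of its hits are not listed in these tables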
Runt-CBFb FRET: blocks binding of human RUNX1 Runt domain to CBFb. Q01196+Q13951. inhibition, % at 20 µM. actives 0.46% (n = 220,000). Cerulean-Runt/Venus-CBFb FRET ratio 530/480, 1 h;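 active means inhibition over about 50% at 20 µM in the single-dose screen, limit read from the data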;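 further: 0% = DMSO wells and 100% = excess unlabeled CBFb competitor control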
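Assay system: Cerulean-Runt domain fusion protein, energy donor; Signal: fluorescence energy transfer, 422 nm excitation, 530/480 nm emission; Timing: 1 h compound exposure, room temperature; Control set: unlabeled CBFb; Medium: Tris buffer pH 7.5 with salts and BSA; Compound: single test concentration of 20 µM, 1% DMSO final; Probe or stimulus: Venus-CBFb 100 nM.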
FXIIa inh: inhibitors of human coagulation factor XIIa | P00748 | purified FXIIa, Boc-QGR-AMC fluorogenic substrate, 2 h | inhibition, % at 5 µM | actives 0.3% (n = 220,000) | AID 800; in the data active means inhibition above about 40%;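 further: 0% = enzyme with no compound and 100% = blank without enzyme; many of its hits are not listed in these tables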
KLK5 inh: kallikrein 5 (human) inhibition | Q9Y337 | recombinant hK5, fluorogenic AMC substrate cleavage | inhibition, % at 5 µM | actives 0.59% (n = 210,000);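 active means inhibition of 40% or more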;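 further: 0% = enzyme controls without compound and 100% = no-enzyme blanks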
Active calls of the source: *; [ ] = remark or other dose.

Cc1nn(CCCC(=O)Nc2sc3c(c2C#N)CCC3)c(C)c1[N+](=O)[O-] was read as Hck Nef HTS -1, Thrombin inh -6, Runt-SMMHC FRET 2, 14-3-3 Bad PPI -3, Wee1 stabilizer -2, FXIa inh -2, Runt-CBFb FRET 1, FXIIa inh 13 and KLK5 inh -14.
Screening CN1CCC(=NNC(=O)c2ccc(N(Cc3ccc(Cl)cc3)S(C)(=O)=O)cc2)CC1 returned Hck Nef HTS 0, Thrombin inh -1, Runt-SMMHC FRET 4, 14-3-3 Bad PPI 7, Wee1 stabilizer 3, FXIa inh 19, Runt-CBFb FRET -1, FXIIa inh 8 and KLK5 inh -6.
Cc1ccc(S(=O)(=O)N2CCCC(C(=O)N(Cc3cccs3)C3CC3)C2)cc1 (stereo not given) was read as Hck Nef HTS 3, Thrombin inh 5, Runt-SMMHC FRET 2, 14-3-3 Bad PPI -6, Wee1 stabilizer 3, FXIa inh 7, Runt-CBFb FRET 2, FXIIa inh 17 and KLK5 inh -7.
O=C1/C(=C/C=C/c2ccco2)SC(=S)N1NS(=O)(=O)c1ccccc1 was read as Hck Nef HTS 102*, Thrombin inh 22, Runt-SMMHC FRET 6, 14-3-3 Bad PPI 89*, Wee1 stabilizer -1, FXIa inh 11, Runt-CBFb FRET 33, FXIIa inh 23 and KLK5 inh 14.
`CCCCN(C(=O)CC(c1ccccc1)c1ccccc1)c1c(N)n(CCC)c(=O)[nH]c1=O` gave Hck Nef HTS 4, Thrombin inh -3, Runt-SMMHC FRET 1, 14-3-3 Bad PPI 3[fluorescence artefact?], Wee1 stabilizer 2, FXIa inh 7, Runt-CBFb FRET -2, FXIIa inh 10 and KLK5 inh -1.
CCn1c(C)[n+](Cc2ccccc2)c2ccc(Cl)cc21 was read as Hck Nef HTS 21, Thrombin inh -8, Runt-SMMHC FRET 9, 14-3-3 Bad PPI 1, Wee1 stabilizer -2, FXIa inh -4, Runt-CBFb FRET -1, FXIIa inh 3 and KLK5 inh -2.
c1ccc(Cn2nnnc2C(c2cccs2)N2CCOCC2)cc1 (stereo not given) was read as Hck Nef HTS 0, Thrombin inh -4, Runt-SMMHC FRET -2, 14-3-3 Bad PPI 63, Wee1 stabilizer 4, FXIa inh -5, Runt-CBFb FRET 0, FXIIa inh 9 and KLK5 inh -23.
`CCOC(=O)c1cc2c(=O)n3ccccc3nc2n(CCOC)c1=NC(=O)c1c(-c2c(F)cccc2Cl)noc1C` gave Hck Nef HTS 39, Thrombin inh -2, Runt-SMMHC FRET 86*, 14-3-3 Bad PPI 4, Wee1 stabilizer 0, FXIa inh 11, Runt-CBFb FRET 68*, FXIIa inh 16 and KLK5 inh 17.
Screening COc1ccccc1C(=O)Nc1ccc(S(=O)(=O)NC2=NCCCCC2)cc1 returned Hck Nef HTS 13, Thrombin inh 13, Runt-SMMHC FRET 3, 14-3-3 Bad PPI 5, Wee1 stabilizer 2, FXIa inh 26, Runt-CBFb FRET -1, FXIIa inh 25 and KLK5 inh 52*.
`O=C(CSc1ncnc2c1cnn2CCc1ccccc1)Nc1cccc(C(F)(F)F)c1` gave Hck Nef HTS 1, Thrombin inh 2, Runt-SMMHC FRET 3, 14-3-3 Bad PPI 11, Wee1 stabilizer 3, FXIa inh 2, Runt-CBFb FRET 1, FXIIa inh 14 and KLK5 inh -6.
Screening CC(=O)NS(=O)(=O)c1ccc(NC(=O)/C=C/c2ccccc2Cl)cc1 returned Hck Nef HTS 1, Thrombin inh 1, Runt-SMMHC FRET 0, 14-3-3 Bad PPI -2, Wee1 stabilizer -1, FXIa inh 5, Runt-CBFb FRET 4, FXIIa inh 19 and KLK5 inh -2.
`CN(C)c1ccc(C(=O)OCC(=O)N2CCOCC2)cc1` gave Hck Nef HTS 16, Thrombin inh -3, Runt-SMMHC FRET 0, 14-3-3 Bad PPI 3, Wee1 stabilizer 4, FXIa inh -1, Runt-CBFb FRET -2, FXIIa inh 9 and KLK5 inh 3.
Screening CCOC(=O)c1c(NC(=O)CN2CCCc3ccccc32)sc(C(C)=O)c1C returned Hck Nef HTS 1, Thrombin inh -11, Runt-SMMHC FRET -4, 14-3-3 Bad PPI -10, Wee1 stabilizer 3, FXIa inh 10, Runt-CBFb FRET -2, FXIIa inh 14 and KLK5 inh -5.
O=C(NCCc1ccccc1)C1c2ccccc2C(=O)N1Cc1cccs1 (stereo not given) was read as Hck Nef HTS 24, Thrombin inh -12, Runt-SMMHC FRET -1, 14-3-3 Bad PPI -16, Wee1 stabilizer 2, FXIa inh -3, Runt-CBFb FRET -1, FXIIa inh 6 and KLK5 inh -3.
For COC(=O)C(C(=O)OC)C(C(C)C)C(C(=O)OC)C(=O)OC the results were Hck Nef HTS 0, Thrombin inh 2, Runt-SMMHC FRET 4, 14-3-3 Bad PPI -7, Wee1 stabilizer 0, FXIa inh 3, Runt-CBFb FRET 3, FXIIa inh 12 and KLK5 inh -3.
CCOC(=O)C1=C(C)NC(C)=C(C(=O)OCC)C1c1ccc(Br)o1 was read as Hck Nef HTS 3, Thrombin inh -2, Runt-SMMHC FRET 0, 14-3-3 Bad PPI -2, Wee1 stabilizer -2, FXIa inh 6, Runt-CBFb FRET -6, FXIIa inh 4 and KLK5 inh 12.
Screening NC(=O)c1cccnc1Nc1cccc([N+](=O)[O-])c1 returned Hck Nef HTS 27, Thrombin inh -12, Runt-SMMHC FRET 0, 14-3-3 Bad PPI -5, Wee1 stabilizer -2, FXIa inh -6, Runt-CBFb FRET -1, FXIIa inh 4 and KLK5 inh -4.
For COc1ccc(-c2cc(C(F)(F)F)c(C#N)c(=O)[nH]2)cc1 the results were Hck Nef HTS 29, Thrombin inh -2, Runt-SMMHC FRET 105*, 14-3-3 Bad PPI 8, Wee1 stabilizer 2, FXIa inh -15, Runt-CBFb FRET 45, FXIIa inh -34 and KLK5 inh -27.
COc1cc(/C=C2\SC(=S)N(CCC(=O)Nc3ccccc3)C2=O)cc(OC)c1OC was read as Hck Nef HTS 23, Thrombin inh -3, Runt-SMMHC FRET -48, 14-3-3 Bad PPI 2, Wee1 stabilizer -1, FXIa inh 15, Runt-CBFb FRET -12, FXIIa inh 4 and KLK5 inh 1.
For CCOC(=O)C1C(c2ccccc2)NC(=S)NC1(C)O (stereo not given) the results were Hck Nef HTS -6, Thrombin inh 1, Runt-SMMHC FRET 0, 14-3-3 Bad PPI 1, Wee1 stabilizer 0, FXIa inh -4, Runt-CBFb FRET 1, FXIIa inh 12 and KLK5 inh -4.
For Nn1c(Cc2cccc3ccccc23)nnc1SCn1nnc2ccccc2c1=O the results were Hck Nef HTS -10, Thrombin inh 5, Runt-SMMHC FRET 2, 14-3-3 Bad PPI -1[fluorescence artefact?], Wee1 stabilizer -2, FXIa inh 2, Runt-CBFb FRET 1, FXIIa inh 13 and KLK5 inh -4.
CN(CCC#N)C(=O)CC1(Cc2ccccc2)CCOC(C)(C)C1 (stereo not given) was read as Hck Nef HTS 14, Thrombin inh 2, Runt-SMMHC FRET 0, 14-3-3 Bad PPI 6, Wee1 stabilizer 2, FXIa inh 1, Runt-CBFb FRET -2, FXIIa inh 8 and KLK5 inh 0.
CC(C)=NOCc1ccc(-c2cn([C@@H]3COC[C@H]3O)nn2)cc1 was read as Hck Nef HTS -2, Thrombin inh -2, Runt-SMMHC FRET 0, 14-3-3 Bad PPI 0, Wee1 stabilizer 0, FXIa inh 0, Runt-CBFb FRET 7, FXIIa inh 13 and KLK5 inh -8.
CC(=O)c1cccc(S(=O)(=O)N2CCN(c3nc4cc(C)cc(C)c4cc3C#N)CC2)c1 was read as Hck Nef HTS 2, Thrombin inh -2, Runt-SMMHC FRET 18, 14-3-3 Bad PPI 14, Wee1 stabilizer -1, FXIa inh 0, Runt-CBFb FRET 2, FXIIa inh 14 and KLK5 inh -8.
`CCC(C(=O)NC(C)(C)C)N(Cc1cccs1)C(=O)CNS(=O)(=O)c1ccccc1` (stereo not given) gave Hck Nef HTS 7, Thrombin inh -1, Runt-SMMHC FRET 2, 14-3-3 Bad PPI -3, Wee1 stabilizer -2, FXIa inh -4, Runt-CBFb FRET 0, FXIIa inh 8 and KLK5 inh 0.
Screening O=C(NCC1CCCO1)C(c1ccc(F)cc1)N(Cc1ccc(F)cc1)C(=O)Cn1nnc(-c2cccs2)n1 (stereo not given) returned Hck Nef HTS -3, Thrombin inh 4, Runt-SMMHC FRET -2, 14-3-3 Bad PPI 0, Wee1 stabilizer 0, FXIa inh 7, Runt-CBFb FRET -6, FXIIa inh 16 and KLK5 inh -6.
CC(=O)Nc1ccc2c(c1)N(C(=O)CN(C)C)c1ccccc1CC2 was read as Hck Nef HTS 1, Thrombin inh -4, Runt-SMMHC FRET 5, 14-3-3 Bad PPI 10[fluorescence artefact?], Wee1 stabilizer 2, FXIa inh -11, Runt-CBFb FRET 4, FXIIa inh 2 and KLK5 inh -16.
`CCCc1noc2c1C(c1ccoc1)C(C#N)=C(N)N2` (stereo not given) gave Hck Nef HTS -1, Thrombin inh 1, Runt-SMMHC FRET -9, 14-3-3 Bad PPI 2, Wee1 stabilizer -1, FXIa inh -1, Runt-CBFb FRET -1, FXIIa inh 0 and KLK5 inh -22.
For COc1ccc(CCn2nnnc2CN2CCN(C(=O)c3ccco3)CC2)cc1OC the results were Hck Nef HTS 5, Thrombin inh -1, Runt-SMMHC FRET 2, 14-3-3 Bad PPI -5, Wee1 stabilizer -3, FXIa inh 1, Runt-CBFb FRET -1, FXIIa inh 5 and KLK5 inh -1.
Screening Nc1c(C(=O)NC2CCCC2)c2nc3ccccc3nc2n1/N=C/c1ccco1 returned Hck Nef HTS 12, Thrombin inh -4, Runt-SMMHC FRET 25, 14-3-3 Bad PPI -6[fluorescence artefact?], Wee1 stabilizer 1, FXIa inh 27, Runt-CBFb FRET 21, FXIIa inh 34 and KLK5 inh -282.
Screening NNC(=O)C(Cc1c[nH]c2ccccc12)NC(=O)c1ccccc1 (stereo not given) returned Hck Nef HTS -6, Thrombin inh 1, Runt-SMMHC FRET -5, 14-3-3 Bad PPI 1, Wee1 stabilizer -1, FXIa inh 0, Runt-CBFb FRET -2, FXIIa inh 7 and KLK5 inh 3.
`O=C(C1CCCN(Cc2ccc3c(c2)OCO3)C1)N1CCCC1` (stereo not given) gave Hck Nef HTS -1, Thrombin inh 2, Runt-SMMHC FRET 3, 14-3-3 Bad PPI 11[fluorescence artefact?], Wee1 stabilizer -3, FXIa inh -1, Runt-CBFb FRET 0, FXIIa inh 18 and KLK5 inh 6.

Among those listed so far, these contain a CF3 group.
`O=C(CSc1ncnc2c1cnn2CCc1ccccc1)Nc1cccc(C(F)(F)F)c1` gave Hck Nef HTS 1, Thrombin inh 2, Runt-SMMHC FRET 3, 14-3-3 Bad PPI 11, Wee1 stabilizer 3, FXIa inh 2, Runt-CBFb FRET 1, FXIIa inh 14 and KLK5 inh -6.
For COc1ccc(-c2cc(C(F)(F)F)c(C#N)c(=O)[nH]2)cc1 the results were Hck Nef HTS 29, Thrombin inh -2, Runt-SMMHC FRET 105*, 14-3-3 Bad PPI 8, Wee1 stabilizer 2, FXIa inh -15, Runt-CBFb FRET 45, FXIIa inh -34 and KLK5 inh -27.

Compound activity from PubChem.
